High-throughput results deposited in PubChem BioAssay by National Center for Advancing Translational Sciences (NCATS).
Hsp90 Hop PPI: changes Hsp90-Hop TPR2A binding signal, up or down. Potency, µM (series often up to 57 µM), without a hit: at the top dose activity change, negative = inhibition. AID 595. AlphaScreen TPR2A-His6 binding biotin-Hsp90 C-terminal peptide. 71,000 tested, 0.44% active; active means well fitted curve in either direction with a large enough effect; inconclusive means small, poorly fitted or top-dose-only effect, or another doubt; further: potency means the concentration at half of the fitted maximal effect; on the % scale 0 is the no-effect control and ±100 the full control effect; many of its hits are not listed in these tables
ERK AVP block: inhibitors of vasopressin-stimulated ERK signaling pathway. Potency, µM (doses to about 57.5 µM), for inactives: at the top dose activity, negative = inhibition, most hits filed as inhibitors. 72,000 tested, 0.99% active. HEK293-V1b, vasopressin-stimulated pERK AlphaScreen; further: potency means the concentration at half of the fitted maximal effect; on the % scale 0 is the no-effect control and ±100 the full control effect; nearly all actives have a fitted effect of over 55% in size
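V1b-HEK293 cells; cpd 30 min 37C; 25 nM vasopressin 5 min; lyse 10 min; AlphaScreen beads 5 hr RT. Normalized to DMSO basal and 25 nM vasopressin; AC50 by Hill fit.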
UbGFP stabilizer: ubiquitin-GFP accumulation via proteasome inhibition; AID 526; Ubiquitin-GFP reporter cells, proteasome inhibition, GFP fluorescence; response scale: untreated = 0%, 10 µM MG-132 = 100%; Potency, µM (titrated, usually from 45.9 µM), for the others: top-dose activation (GFP accumulation), actives largely listed as activators; 67,000 tested, under 10 active; active means well fitted activation curve with a large enough effect, not every such curve was filed as active; inconclusive means small, poorly fitted or top-dose-only effect, or another doubt; inactive means no such curve, though single readings can be large or run the other way; further: potency means the concentration at half of the fitted maximal effect
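Proteasome block read as GFP accumulation: ubiquitin(G76V)-GFP U2OS cells exposed to compound (2.9 nM–46 uM) for 4 hr at 37 C. Normalization used untreated cells as 0% and 10 uM MG-132 as 100%; concentration-response curves fitted.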
Epigenetic mod: epigenetic modulators derepressing GFP locus in mouse cells | mouse C127i GFP locus derepression, cytometry, 30 h | Potency, µM (highest dose often 46.1 µM), without a hit: top-dose GFP derepression (activation) | 68,000 tested, 0.09% active | AID 597; further: % of control where 0% means no effect
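Read-out is the number of GFP-positive cells, scored as fluorescent objects 20 to 120 um wide, reflecting derepression of a silenced CMV-GFP reporter in murine C127i cells after 30 h compound exposure at 37 C.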
CRE-bla Fsk: alters forskolin-stimulated CRE reporter signaling in CHO cells. Potency, µM (series often up to 38.2 µM), inactives show at the top dose activity change, negative = inhibition, actives largely listed as activators. CHO CRE-bla reporter (cAMP response element driving beta-lactamase), forskolin EC10, beta-lactamase ratio. 71,000 tested, 2.5% active. AID 662; active means well fitted activation curve with a large enough effect in the signal ratio, with a control signal flat, not every such curve was filed as active; inconclusive means small, poorly fitted or top-dose-only effect, or effect the other way, or a change in a side signal; the % refers to the signal ratio; further: potency means the concentration at half of the fitted maximal effect; % of control where 0% means no effect
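Forskolin analogue NKH 477 at EC10 stimulated CRE-driven beta-lactamase in CHO cells alongside compound dilution series. Beta-lactamase was measured with CCF4, excitation 405 nm, emission ratio 460/530 nm.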
A350 fluor: compounds fluorescent in Alexa 350 spectral region; 59,000 tested, 11% active; max dye-equivalent concentration, M; Compound autofluorescence, 340/450 nm, Alexa 350 dye-equivalents; hits give high values; AID 590; in the data active means max dye-equivalent concentration above about 10 nM; inconclusive means mostly about 1.1 nM to 9.6 nM
Fluorescein autfl: compound autofluorescence in fluorescein spectral region. max fluorescein-equivalent concentration, M. 59,000 tested, 0.91% active. Compound autofluorescence, 480/540 nm, fluorescein-equivalent; hits give high values; in the data active means max fluorescein-equivalent concentration above about 10 nM; inconclusive means between about 1.1 nM and that limit
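Library compounds, added at multiple concentrations to pH 8.0 Tris buffer (100 mM), incubate 15 min at room temperature before CCD imaging at 480 nm excitation and 540 nm emission.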
HBB splice mod: modulators of hemoglobin beta chain splicing; HBB splicing reporter cell assay, activation; EGFP reporter with mutant IVS2-654 intron; response scale: normalised to 500 nM splice-correcting PNA; 65,000 tested, 0.06% active; Potency, µM (series often up to 46.1 µM), for inactives: top-dose activation, hits mostly activators; further: potency means the concentration at half of the fitted maximal effect; 0% is about no effect
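Compounds were applied for 2 days to HeLa EGFP-654 cells, 500/well in Optimem with 2% FCS. The reporter's EGFP is disrupted by mis-splicing of beta-globin intron IVS2-654. Readout: summed well GFP fluorescence from 488 nm laser scanning; reference was 500 nM antisense […] 654 PNA.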
4MU fluor: compound fluoresces in the 4-MU spectral region; max dye-equivalent concentration, M; compound autofluorescence, 340/450 nm, 4-MU equivalents; hits give high values; 59,000 tested, 11% active; in the data active means max dye-equivalent concentration above about 10 nM; inconclusive means mostly about 1.1 nM to 9.6 nM
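Compounds in 100 mM Tris, pH 8.0, sat 15 min at room temperature before fluorescence was read at 340 nm excitation/450 nm emission; a per-plate six-point 4-MU standard curve converted signals to dye-equivalent concentration at each compound concentration.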
Luciferase inh: blocks Photinus pyralis firefly luciferase activity | P08659 | purified firefly luciferase, luminescence, 8 min | Potency, µM (top dose mostly 57.1 µM), for the others: at the top dose activity change, negative = inhibition, actives largely listed as inhibitors | 72,000 tested, 2.2% active; further: potency means the concentration at half of the fitted maximal effect; on the % scale 0 is the no-effect control and ±100 the full control effect; nearly all actives have a fitted effect of over 40% in size
Target sequence (P08659 whole entry, looked up): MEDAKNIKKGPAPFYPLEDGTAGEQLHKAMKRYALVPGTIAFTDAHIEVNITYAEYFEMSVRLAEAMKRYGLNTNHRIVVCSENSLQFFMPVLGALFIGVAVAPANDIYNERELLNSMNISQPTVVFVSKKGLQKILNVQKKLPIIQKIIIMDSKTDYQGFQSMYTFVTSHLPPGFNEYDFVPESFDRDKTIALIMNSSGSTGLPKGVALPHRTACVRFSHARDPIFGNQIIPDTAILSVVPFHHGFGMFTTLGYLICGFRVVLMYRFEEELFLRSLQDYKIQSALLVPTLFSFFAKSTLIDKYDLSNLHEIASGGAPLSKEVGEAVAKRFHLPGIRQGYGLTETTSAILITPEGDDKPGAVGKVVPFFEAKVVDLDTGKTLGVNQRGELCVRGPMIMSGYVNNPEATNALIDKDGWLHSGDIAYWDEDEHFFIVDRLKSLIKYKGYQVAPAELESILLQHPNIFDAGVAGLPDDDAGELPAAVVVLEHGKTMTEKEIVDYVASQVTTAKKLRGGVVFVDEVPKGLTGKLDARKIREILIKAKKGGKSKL
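Compounds were tested as concentration series (qHTS) against purified P. pyralis luciferase with luciferin and 10 uM ATP in 50 mM imidazole pH 7.2, 50 mM KCl, 7 mM MgCl2, 0.01% Tween 20, 0.05% BSA. Luminescence was read after 8 min at ambient temperature.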
TexasRed autofl: compound fluoresces in the Texas Red spectral region; 59,000 tested, 0.06% active; AID 587; max dye-equivalent concentration, M; Compound fluorescence, Texas Red channel, 547/618 nm; hits give high values; in the data active means max dye-equivalent concentration above about 10 nM; inconclusive means between about 1.1 nM and that limit
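qHTS profiling of intrinsic compound fluorescence; 100 mM Tris pH 8.0; 15 min RT; ex 547 / em 618 nm; response expressed as Texas Red dye-equivalent concentration from six-point plate standard.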
Starred values were filed as active, the others as inactive; i = inactive; ? = inconclusive; . = no result given; [ ] = dose if it differs, or a comment. Unless noted, the call rests on the fitted dose curve; in most records, active means well fitted curve in the direction sought with a large enough effect; inconclusive means small, poorly fitted or top-dose-only effect, or another doubt; inactive means no such curve, though single readings can be large; an effect the other way counts as inactive or inconclusive. These rows are one share of the data. The share of hits here may be higher or lower than overall.

SMILES	Hsp90 Hop PPI	ERK AVP block	UbGFP stabilizer	Epigenetic mod	CRE-bla Fsk	A350 fluor	Fluorescein autfl	HBB splice mod	4MU fluor	Luciferase inh	TexasRed autofl
Cc1ccccc1OCc1nnc(SCC(=O)Nc2ccc3c(c2)OCO3)n1C	-4.1%	-26.4%	-2.6%	1.6%	-4.7%	i	?	-0.3%[57.5 µM]	i	-1.4%	i
COc1cc(C2N(c3cc(C)on3)C(=O)C3CCCN32)cc(OC)c1OC (stereo unspecified)	-1.5%	18.8%	-8.0%	-1.1%	4.5%	i	i	-0.1%	i	-2.2%	i
Cc1nc(SCC(=O)Nc2ccnc3ccccc23)n[nH]1	0.2%	-19.1%	2.8%	0.4%	-6.6%	i	i	-1.2%	i	1.3%	i
Clc1ccc(C2=Nn3c(nnc3-c3cccnc3)SC2)s1	-0.5%	6.0%	12.6%	1.7%	3.4%	i	i	1.8%	i	1.7%	i
N#Cc1ccc(CN2CCC3(CC2)CCN(C(=O)c2cccc(F)c2)CC3)cc1	-5.9%	-3.4%	3.3%	2.3%[9.22 µM]	2.5%	i	i	2.3%	i	0.6%[11.4 µM]	i
CCc1ccc2c(COC(=O)c3n[nH]c4ccccc34)cc(=O)oc2c1	1.0%	1.9%	3.0%	-1.0%	?	i	i	-3.2%	i	-23.5%	i
O=C(c1cc(-c2ccc(Cl)c(Cl)c2)on1)N1CCN(c2ccccc2)CC1	-7.2%	19.4%	-4.8%	1.1%	-0.9%	i	i	-1.0%	i	2.9%	i
Fc1ccccc1CCNc1nnnn1-c1ccccc1	-0.1%	10.9%	0.0%	0.0%	-2.2%	i	i	.	i	-2.7%	?
CCn1nnnc1-c1ccc(OC)c(S(=O)(=O)NCc2ccccc2)c1	-2.8%	3.4%	2.9%	2.6%	0.4%	i	?	4.6%	i	0.6%	i
CC(=O)Nc1ccc(S(=O)(=O)N(C)CC(=O)NC2=NCCS2)cc1	-2.8%	3.4%	-0.9%	2.2%	?	i	?	-2.0%	i	-34.2%	i
CCO/C(C)=N/n1c2nc3ccccc3nc2c2c(=O)n(Cc3ccccc3Cl)c(C)nc21	.	.	.	9.9%[20.6 µM]	.	?	i	.	?	-3.7%[25.5 µM]	i
COc1cc(OC)cc(-c2cc3nc(C)c(CCC(=O)O)c(C)n3n2)c1	-0.2%	.	1.5%	.	?	.	.	0.9%	.	-14.8%	.
COc1ccc(S(=O)(=O)N2CC(C)N(S(=O)(=O)c3ccc(OC)cc3)CC2C)cc1 (stereo unspecified)	?	18.9%	18.2%[9.17 µM]	0.0%	?	.	.	0.0%[0.0738 µM]	.	2.3%	.
CC(C)Cc1ccc(C(C)C(=O)N2CCOCC2)cc1 (stereo unspecified)	-0.4%	15.3%	-2.7%	3.2%	12.1%	i	i	-1.6%	i	0.6%	i
CC(C(=O)NCC1CCCO1)n1cccc1C(=O)c1ccccc1 (stereo unspecified)	0.1%	5.6%	4.7%	2.2%	-1.0%	i	i	9.6%	i	2.0%	i
COC(=O)Cc1[nH]nc2c1C1(CCSCC1)C(C#N)=C(N)O2	-3.8%	-14.4%	6.6%	2.6%	-7.3%	i	i	-0.3%	i	-1.7%	i
COc1ccccc1CC1(C)NC(=O)N(CC(=O)N2CC(C)OC(C)C2)C1=O (stereo unspecified)	-1.6%	15.5%	1.4%	1.6%	15.9%	i	i	-0.1%[1.84 µM]	i	1.0%	i
CC(OC(=O)CNC(=O)c1ccc2c(c1)OCO2)C(=O)NCCC1=CCCCC1 (stereo unspecified)	-0.9%	39.4%	11.1%	1.0%	?	i	i	-1.6%	i	-0.3%	i
Cc1ccccc1N1C(=O)[C@@H]2Cc3ccccc3CN2C1=O	?	32.2%	-1.0%	-2.6%	-20.8%	i	i	2.8%	i	2.2%	i
Cc1nnc(SCc2ccccc2C#N)n1-c1ccccc1	-4.6%	-19.0%	1.9%	3.1%	22.4%	1.56e-07M*	i	-1.4%	1.53e-07M*	-16.2%	i
COC(=O)NCC1(C)CC(NC(=O)OC)CC(C)(C)C1 (stereo unspecified)	0.4%	-7.0%	0.0%	1.6%	8.1%	i	i	-0.2%	i	0.0%	i
O=C(c1ccncc1)N1CCN(C(=O)c2ccncc2)CC1	4.7%	-0.8%	1.7%	3.2%	4.3%	i	i	0.0%	i	6.7%	i
CCS(=O)(=O)N1CCCC(C(=O)NC2CCCCC2)C1 (stereo unspecified)	-3.6%	26.4%	25.5%	-1.1%	27.8%	i	?	-2.2%	i	-0.7%	i
O=S(=O)(NCc1ccccc1)c1ccc(S(=O)(=O)N(Cc2ccccn2)Cc2ccco2)cc1	1.4%	-13.8%	1.3%	0.0%	2.5%	i	i	.	i	1.7%	i
COc1cccc(-c2nccc(NCc3cnc(C)cn3)n2)c1	1.2%	-25.0%	6.6%	6.2%[9.22 µM]	?	i	i	0.6%	i	-0.5%[2.29 µM]	?
CC1CN(C(=O)CSc2nnc(-c3ccc(Cl)cc3)n2C)CC(C)O1 (stereo unspecified)	-2.5%	11.7%	-6.3%	-1.0%	-8.0%	i	i	-2.3%	i	-4.9%	?
c1ccc(-c2nn3c(C4CCCCC4)nnc3s2)nc1	-1.0%	-11.0%	-0.9%	0.0%	6.6%	?	i	10.3%[0.369 µM]	?	-0.8%	i
CNC(=O)Nc1ccccc1C(=O)NCc1ccccc1	-2.3%	6.3%	-10.7%	-0.4%	2.6%	i	i	-0.1%[1.84 µM]	i	2.2%	i
CCOc1ccc(N2C(=O)CC(N3CCN(C4CCc5ccccc5C4)CC3)C2=O)cc1 (stereo unspecified)	-3.7%	11.4%	5.7%	2.5%	-4.0%	.	.	-3.5%	.	-0.5%	.
COc1ccc(-c2noc(CCC(=O)Nc3cc(OC)ccc3OC)n2)cc1	-2.1%	-21.6%	-8.8%	-2.1%	?	i	i	5.7%	i	-11.5%	i
COc1ccc(Oc2coc3cc(OC(=O)N4CCOCC4)ccc3c2=O)cc1	-2.3%	0.9%	6.5%	0.0%	1.2%	i	?	0.0%	i	1.2%	?
COC(=O)c1cc(Br)ccc1OC(=O)c1cccnc1	-0.7%	20.5%	8.0%	2.3%	-11.7%	i	i	-3.0%	i	0.1%	?
O=C(NCc1ccc(Cl)cc1)c1noc2c1CCCCC2	11.0%	13.4%	-8.6%	0.0%	-19.1%	i	i	-1.0%	i	3.6%	i
C=CCN(CC=C)CC(O)Cn1c2ccccc2c2ccccc21 (stereo unspecified)	-2.9%	4.3%	2.4%	-0.4%	-4.4%	i	i	-1.2%	i	-0.9%	?
COC(=O)c1ccccc1NC(=O)COC(=O)c1cccnc1	2.3%	2.0%	-1.3%	2.3%	7.5%	i	i	.	i	-3.1%	i
N#Cc1nc(-c2cccs2)oc1NCc1ccco1	-8.6%	?	-8.6%	-2.0%	14.7%	1.89e-06M*	?	-0.1%	1.5e-06M*	-0.5%	i
CCOC(=O)C1CCCN(Cc2c(Cl)cccc2Cl)C1 (stereo unspecified)	6.2%	3.7%	1.2%	-2.0%	-0.2%	i	?	-0.1%	i	-1.4%	i
COCCn1c(=O)cnc2cnc(Oc3cccc(Cl)c3)nc21	-5.5%	-6.9%	-5.8%	8.1%[9.22 µM]	-4.8%	i	?	0.7%	i	0.8%[11.4 µM]	i
Cc1nc2cnc(Oc3ccccc3)nc2n(Cc2cccs2)c1=O	-8.4%	-14.2%	17.1%	2.7%[9.22 µM]	12.6µM*	i	i	7.1%	i	0.4%[11.4 µM]	i
COc1cc(C(c2nnnn2C(C)(C)C)N2CCN(c3nc4ccccc4s3)CC2)ccc1O (stereo unspecified)	-6.2%	17.3%	3.3%	-1.0%	?	i	i	-0.2%[57.5 µM]	i	-2.4%	i
Cc1ccc2c(c1)cc(C)c1nnc(SCC(=O)NCc3ccco3)n12	-4.1%	-22.1%	1.1%	-2.3%	?	i	i	0.2%[57.5 µM]	i	0.8%	i
Cc1cc(C)n(-c2nncn2/N=C/c2ccccc2F)n1	-4.0%	9.0%	-9.1%	8.6%	2.2%	i	i	-0.1%	i	0.5%	?
CC(C)=CCC/C(C)=C/CN(CC(C)O)CC(C)O (stereo unspecified)	-0.6%	4.8%	-11.1%	0.0%	?	i	i	-0.6%	i	1.1%	?
COc1cccc2sc(Nc3nnc(-c4cccs4)o3)nc12	5.3%	7.6%	5.7%	8.6%	?	5.16e-08M*	i	-0.7%	3.52e-08M*	15.8µM*	i
CN(C)S(=O)(=O)N1CCN(C(=O)c2ccccc2Cl)CC1	-7.8%	0.1%	1.7%	0.0%	-5.0%	i	?	0.5%	i	0.1%	i
CN(C)Cc1nc2c([nH]1)c(=O)n(C)c(=O)n2C	-0.3%	.	-1.4%	.	20.6%	.	.	0.3%	.	0.6%	.
